GAA inh: blocks human lysosomal alpha-glucosidase; P10253; purified human GAA, 4-MU-alpha-glucoside fluorescence; Potency, µM (highest dose often 76.9 µM), without a hit: at the top dose activity change, negative = inhibition, hits mostly inhibitors; hit rate 0.005% among 200,000; AID 1466;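 also: plate controls were uninhibited enzyme wells for no effect and no-enzyme background for full effect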
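Fluorogenic assay: 4 nM human alpha-glucosidase with 400 uM 4-methylumbelliferyl-alpha-D-pyranoside in 50 mM citrate/phosphate, 0.005% Tween-20, pH 5.0, 20 min at room temperature. Compounds tested up to 77 uM; AC50 from Hill fits.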
Tau ThT inhib: inhibitors of human tau fibril formation, thioflavin T binding | AID 1460 | hit rate 2.1% among 270,000 | P10636 | Potency, µM (doses to about 57.4 µM), inactives show top-dose activity, negative = inhibition, most hits filed as inhibitors | recombinant tau K18 P301L, heparin-induced fibrillization, ThT fluorescence; also: % is scaled to controls: 0 for no effect and ±100 for the full control effect; nearly all actives have a fitted effect of over 55% in size
Target sequence (P10636 561-689 P618L limits assumed): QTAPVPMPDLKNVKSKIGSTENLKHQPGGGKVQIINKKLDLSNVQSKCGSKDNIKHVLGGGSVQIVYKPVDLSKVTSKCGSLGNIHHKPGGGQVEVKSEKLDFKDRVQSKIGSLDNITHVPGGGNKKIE
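Fibril formation assay: tau K18 P301L at 15 uM with trace Alexa 594 label, heparin inducer 20 uM, pH 7 sodium acetate buffer, 37 C for 6 hr; endpoint ThT signal.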
aGlu spleen mod: inhibitors or activators of human alpha-glucosidase in spleen homogenate; hit rate 0.006% among 240,000; human spleen homogenate, 4-MU-alpha-glucoside fluorescence; AID 2112; P10253; Potency, µM (doses to about 79.9 µM), for the others: top-dose activity change, negative = inhibition, usual class: inhibitors;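 also: 0% = enzyme with vehicle and -100% = no enzyme basal signal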
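AC50 values come from Hill-equation fits of concentration-response data, normalized to no-enzyme and full-activity controls. Enzyme source: 1 ug human spleen homogenate; 1 mM fluorogenic 4-MU glucoside, pH 5.0 citrate buffer, 37 C, 40 min.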
HTT ATP protect: protects HTT-Q103 PC12 cells, measured by ATP; AID 1471; Potency, µM (top dose mostly 56.4 µM), for the others: cytoprotection (ATP increase), most hits filed as activators; hit rate 0.14% among 230,000; PC12 HTT-Q103 induced, cytoprotection, ATP luminescence, 40 h;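 also: % of control where 0% means no effect; nearly all actives have a fitted effect of over 45% in size; toxic huntingtin expression switched on by the ecdysone agonist tebufenozide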
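Rat PC12, Q103 Htt exon1-GFP fusion, ecdysone promoter; tebufenozide inducer 100 nM final; compound titration; qHTS, 1500 cells/well; ATPlite luminescent read.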
Tau FP inhib: tau fibrillization inhibition (FP); K18 P301L tau heparin fibrillization, Alexa594 FP, 6 h; Potency, µM (doses to about 57.7 µM), without a hit: at the top dose activity, negative = inhibition, usual class: inhibitors; hit rate 0.39% among 280,000; AID 1468; also: % is scaled to controls: 0 for no effect and ±100 for the full control effect; nearly all actives have a fitted effect of over 55% in size
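Human tau K18 […] P301L fragment, 15 uM unlabeled plus 0.24 uM Alexa 594-labeled tau (final), with compound and 20 uM heparin in 100 mM sodium acetate pH 7; 6 hr at 37 C, then Alexa 594 FP read.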
GLA spleen mod: inhibitors or activators of human alpha-galactosidase in spleen homogenate. hit rate 0.008% among 240,000. P06280. Potency, µM (titrated, usually from 80 µM), for the others: at the top dose activity change, negative = inhibition, usual class: inhibitors. human spleen homogenate, 4MU-alpha-Gal fluorescence, 40 min;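 also: 0% = enzyme with vehicle and -100% = no enzyme basal signal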
Target sequence (P06280 32-429 limits assumed): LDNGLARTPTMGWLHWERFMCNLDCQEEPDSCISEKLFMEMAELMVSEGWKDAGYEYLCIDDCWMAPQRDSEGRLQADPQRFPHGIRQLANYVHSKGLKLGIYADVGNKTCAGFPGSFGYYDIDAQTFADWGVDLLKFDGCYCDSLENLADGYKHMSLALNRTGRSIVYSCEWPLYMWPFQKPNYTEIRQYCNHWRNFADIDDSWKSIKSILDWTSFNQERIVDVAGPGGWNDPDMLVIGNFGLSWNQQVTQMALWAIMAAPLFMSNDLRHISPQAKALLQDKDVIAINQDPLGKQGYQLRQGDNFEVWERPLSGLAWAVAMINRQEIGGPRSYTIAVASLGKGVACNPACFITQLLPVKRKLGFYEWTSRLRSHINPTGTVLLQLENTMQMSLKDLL
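Fluorogenic readout (Ex 365/Em 440 nm) of 4-methylumbelliferone released from 1 mM 4-MU-alpha-galactoside by spleen homogenate, 40 min at 37C, pH 5.0. Data normalized to no-enzyme and enzyme controls; Hill-equation AC50 from compound titrations.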
Tau fluor cs: counter-screen for tau fibril formation inhibitors | Potency, µM (top dose mostly 57.7 µM), for inactives: at the top dose activity change, negative = decrease | hit rate 0.93% among 280,000 | tau K18 P301L (four-repeat tau fragment) Alexa594 fluorescence, heparin fibrillization | AID 1463; also: % is scaled to controls: 0 for no effect and ±100 for the full control effect; nearly all actives have a fitted effect of over 55% in size
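Human K18 P301L tau (15 uM unlabeled plus 0.24 uM Alexa 594-labeled, final) in 100 mM sodium acetate pH 7 was mixed with compound and 20 uM heparin and incubated 6 hr at 37 C.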
GAA glycogen mod: GAA glycogen-cleavage inhibition or activation | AID 2100 | hit rate 0.38% among 300,000 | recombinant GAA, glycogen substrate, Amplex Red glucose oxidase fluorescence | Potency, µM (top dose mostly 76.4 µM), for inactives: top-dose activity change, negative = inhibition, hits mostly inhibitors;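 also: 0% = full enzyme reaction and -100% = no-enzyme basal signal; the screen sought inhibitors and activators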
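qHTS, 1536-well; enzyme 4 nM final; cpd up to 77 uM; substrate bovine liver glycogen 30 ug; 50 mM citrate/phosphate pH 5.0, 0.01% Tween-20; 37 C, 40 min; Amplex Red detection 45 min RT; Hill fit → AC50.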
Numbers without * were called inactive; & = joins results of further samples; [ ] = remark or other dose. Calls follow the shape of the dose curve; as a rule, active = well fitted curve in the direction sought with a large enough effect; inconclusive = small, poorly fitted or top-dose-only effect, or another doubt; inactive = no such curve, though single readings can be large; an effect the other way counts as inactive or inconclusive. Potency is read from the fitted curve at half-maximal effect.

For Cc1cc([N+](=O)[O-])ccc1NCc1ccccc1 the results were GAA inh -8%, Tau ThT inhib inconclusive, aGlu spleen mod -11%, HTT ATP protect -53%, Tau FP inhib -6%, GLA spleen mod 0%, Tau fluor cs -22% and GAA glycogen mod -4%.
`O=C(CSc1nc2ccccc2s1)N/N=C/c1ccccc1C(=O)O` gave GAA inh -3%[15.4 µM], Tau ThT inhib inconclusive, aGlu spleen mod 4%, HTT ATP protect 16%[10 µM], Tau FP inhib -1%, GLA spleen mod 9%, Tau fluor cs -10% and GAA glycogen mod 0%.
Screening CCOC(=O)c1ccc(-c2ccc(/C=C(\C#N)C(=O)NCc3cccs3)o2)cc1 returned GAA inh -3%, Tau ThT inhib -5%, aGlu spleen mod -4%, HTT ATP protect 13%[10 µM], Tau FP inhib -7%, GLA spleen mod -2%, Tau fluor cs 2% and GAA glycogen mod -4%.
Screening CC(/C=C/c1ccco1)=N\NC(=O)C(O)c1ccccc1 (configuration not stated) returned GAA inh 6%, Tau ThT inhib -15%, aGlu spleen mod 1%, HTT ATP protect 29%[10 µM], Tau FP inhib -13%, GLA spleen mod -4%, Tau fluor cs 10% and GAA glycogen mod 0%.
`O=S(Cc1ccc(Br)cc1)Cc1nnc(SCc2ccc(Br)cc2)n1-c1ccccc1` (configuration not stated) gave GAA inh -11%, Tau ThT inhib inconclusive, aGlu spleen mod -4%, Tau FP inhib -7%, GLA spleen mod 17%, Tau fluor cs -18% and GAA glycogen mod -12%.
`Cc1ccc(Cn2nnc3c(=O)n(CC(=O)N4CCN(c5ccccc5)CC4)cnc32)cc1` gave GAA inh -10%, Tau ThT inhib inconclusive, aGlu spleen mod 1%, HTT ATP protect 15%[10 µM], Tau FP inhib 5%, GLA spleen mod 3%, Tau fluor cs -8% and GAA glycogen mod -1%.
For COCCCNCCCCOc1ccc(Br)cc1C the results were GAA inh -5%, Tau ThT inhib 3%, aGlu spleen mod 2%, HTT ATP protect -5%[10 µM], Tau FP inhib -2%, GLA spleen mod 3%, Tau fluor cs 1% and GAA glycogen mod -5%.
Cc1ccc2oc(C(=O)N3CCC(c4nc5ccccc5s4)CC3)c(C)c2c1 was read as Tau ThT inhib inconclusive, Tau FP inhib -4%, Tau fluor cs -20% and GAA glycogen mod -11%[76.3 µM].
Screening C/C(=N\NC(=O)Cn1nc(C)c([N+](=O)[O-])c1C)c1ccco1 returned aGlu spleen mod 0%, HTT ATP protect 5%[10 µM], Tau FP inhib -3%, GLA spleen mod -4%, Tau fluor cs 3% and GAA glycogen mod -4%.
For CCCN(CCC)C(=O)Cn1c(=O)n(-c2ccc(C)c(C)c2)c(=O)c2c3c(sc21)CCCCC3 the results were Tau ThT inhib -10%, Tau FP inhib -10%, Tau fluor cs -11% and GAA glycogen mod 4%[76.3 µM].
Screening CCc1ccc(-c2cc(C(=O)Nc3ccc(S(=O)(=O)NC(C)=O)cc3)c3ccccc3n2)cc1 returned GAA inh -5%, Tau ThT inhib -4%, aGlu spleen mod 2%, HTT ATP protect -18%, Tau FP inhib 6%, GLA spleen mod 13%, Tau fluor cs 0% and GAA glycogen mod 23%.
`CC(C)=CCC/C(C)=C/COc1ccc2ccc(=O)oc2c1` gave Tau ThT inhib inconclusive, aGlu spleen mod 5%&5%&15%&-2%, HTT ATP protect -16%, Tau FP inhib 1%&-8%&11%, GLA spleen mod inconclusive, Tau fluor cs -14%&-28%&-9% and GAA glycogen mod 6%.
CCOC(=O)N1CCN(C(=O)CN(c2cccc(Cl)c2)S(=O)(=O)c2ccccc2)CC1 was read as Tau ThT inhib -1%, Tau FP inhib -6%, Tau fluor cs -10% and GAA glycogen mod 17%[76.3 µM].
O=C(CN1C(=O)c2ccccc2S1(=O)=O)NCCSc1ccccc1 was read as GAA inh 6%, Tau ThT inhib -6%, aGlu spleen mod 3%, HTT ATP protect -6%, Tau FP inhib 5%, GLA spleen mod 8%, Tau fluor cs -10% and GAA glycogen mod -6%.
For CCOC(=O)C1(C)NC(c2cc(OC)c(OC)c(OC)c2)C2C(=O)N(CC)C(=O)C21 (configuration not stated) the results were GAA inh 1%, Tau ThT inhib -7%, aGlu spleen mod 2%, HTT ATP protect 1%[10 µM], Tau FP inhib 6%, GLA spleen mod 2%, Tau fluor cs -4% and GAA glycogen mod 8%.
For COC(=O)[C@@]1(Cc2ccc(OC)cc2)[C@H]2c3cc(C(=O)N4CCCC4)n(Cc4ccc(OC(F)(F)F)cc4)c3C[C@H]2CN1C(=O)c1ccccc1 the results were Tau ThT inhib -7%, aGlu spleen mod 6%, HTT ATP protect inconclusive, Tau FP inhib 6%, GLA spleen mod -2% and Tau fluor cs -3%.
S=c1[nH]c2ccccc2s1 was read as Tau ThT inhib -13%&-11%, aGlu spleen mod -8%&5%&-7%, HTT ATP protect 35%&-34%&-62%, Tau FP inhib -1%&-7%, GLA spleen mod 3%&1%&-14% and Tau fluor cs -7%&-14%.
For CCN(CC)C(=O)c1[nH]cnc1C(=O)N[C@@H](CCCCNC(=O)OC(C)(C)C)C(=O)OC(C)(C)C the results were Tau ThT inhib 0%, aGlu spleen mod 9%, HTT ATP protect 28%[10 µM], Tau FP inhib 3%, GLA spleen mod 9%, Tau fluor cs -3% and GAA glycogen mod -11%.
Screening N#Cc1cc(C(=O)c2cc(F)ccc2O)cn(-c2nccs2)c1=O returned GAA inh -1%, Tau ThT inhib inconclusive, aGlu spleen mod 5%, HTT ATP protect 0%[10 µM], Tau FP inhib -5%, GLA spleen mod 8%, Tau fluor cs -16% and GAA glycogen mod -5%.
Screening O=C(O)C1C2C=CC3(O2)C1C(=O)N1c2ccccc2C2OCCC2C13 (configuration not stated) returned GAA inh -13%, Tau ThT inhib 15%, aGlu spleen mod 6%, HTT ATP protect 4%[0.074 µM], Tau FP inhib 4%, GLA spleen mod -3%, Tau fluor cs 11% and GAA glycogen mod 5%.
Cc1cc(C)c(NC(=S)N(C)C)c(C)c1 was read as Tau ThT inhib -6%, aGlu spleen mod 0%, HTT ATP protect 6%[10 µM], Tau FP inhib 4%, GLA spleen mod 2%, Tau fluor cs -5% and GAA glycogen mod 5%.
C/C(=C\C(=O)c1ccccc1)Nc1ccc2c(c1)OCO2 was read as GAA inh 4%, Tau ThT inhib inconclusive, aGlu spleen mod 4%, HTT ATP protect -2%[10 µM], Tau FP inhib 9%, GLA spleen mod -1%, Tau fluor cs inconclusive and GAA glycogen mod 16µM*.
Screening NNc1nc2c(Cl)ccc(Cl)c2s1 returned GAA inh 1%, Tau ThT inhib 11µM*, aGlu spleen mod 8%, HTT ATP protect inconclusive, Tau FP inhib inconclusive, GLA spleen mod 0%, Tau fluor cs 10µM*[quencher] and GAA glycogen mod -1%.
For COc1ccc(CNC(=O)CCNS(=O)(=O)c2cccc3nsnc23)cc1 the results were GAA inh -4%, Tau ThT inhib -2%&-6%, aGlu spleen mod -2%, HTT ATP protect -5%, Tau FP inhib 2%&-5%, GLA spleen mod 3%, Tau fluor cs -5%&-9% and GAA glycogen mod 4%.
For Cc1ccc(CCNC(=O)c2cc3sccc3n2Cc2ccc(Cl)cc2)cc1 the results were Tau ThT inhib -3%, Tau FP inhib -14%, Tau fluor cs -21% and GAA glycogen mod 8%[76.3 µM].
`Nc1nc(NCCCN2CCOCC2)nc(Nc2ccc(F)cc2)c1[N+](=O)[O-]` gave GAA inh -7%, Tau ThT inhib -9%, aGlu spleen mod -1%, Tau FP inhib 0%, GLA spleen mod 8%, Tau fluor cs -23% and GAA glycogen mod -5%.
Screening CCOC(=O)C(C)Sc1nc(-c2ccccn2)ncc1OC (configuration not stated) returned GAA inh 1%, Tau ThT inhib -9%, aGlu spleen mod -4%, HTT ATP protect -22%[10 µM], Tau FP inhib -5%, GLA spleen mod -2%, Tau fluor cs -2% and GAA glycogen mod -2%.
COC(=O)[C@@]1(Cc2ccc(F)cc2)[C@H]2c3cc(C(=O)N4CCCC4)n(CCF)c3C[C@H]2CN1C(=O)c1ccccc1 was read as Tau ThT inhib -17%, aGlu spleen mod 0%, HTT ATP protect inconclusive, Tau FP inhib -3%, GLA spleen mod 3% and Tau fluor cs -5%.
`C=CCOC(=O)C1=C(C)NC(C)=C(C(=O)OCC=C)C1c1ccc(O)cc1` gave GAA inh -12%, Tau ThT inhib 9%, aGlu spleen mod 4%, HTT ATP protect -2%, Tau FP inhib -16%, GLA spleen mod 5%, Tau fluor cs -29% and GAA glycogen mod -16%.
For O=C(N/N=C/c1ccc[nH]1)c1ccncc1 the results were GAA inh -1%, Tau ThT inhib -5%, aGlu spleen mod -8%, HTT ATP protect -32%[inhibitor], Tau FP inhib inconclusive, GLA spleen mod 6%, Tau fluor cs -12% and GAA glycogen mod -12%.
`c1ccc(OCc2nn3c(-c4ccccn4)nnc3s2)cc1` gave GAA inh 1%, Tau ThT inhib -6%, aGlu spleen mod -1%, HTT ATP protect -5%, Tau FP inhib 8%, GLA spleen mod 0%, Tau fluor cs 5% and GAA glycogen mod -7%.
Screening CC(=O)Nc1ccc(S(=O)(=O)Nc2cccc(-c3ccc4nncn4n3)c2)cc1 returned GAA inh inconclusive, Tau ThT inhib 6%, HTT ATP protect -43%, Tau FP inhib -2%, GLA spleen mod 3%, Tau fluor cs 1% and GAA glycogen mod inconclusive.

In the list so far, two have bromine:
`O=S(Cc1ccc(Br)cc1)Cc1nnc(SCc2ccc(Br)cc2)n1-c1ccccc1` (configuration not stated) gave GAA inh -11%, Tau ThT inhib inconclusive, aGlu spleen mod -4%, Tau FP inhib -7%, GLA spleen mod 17%, Tau fluor cs -18% and GAA glycogen mod -12%.
For COCCCNCCCCOc1ccc(Br)cc1C the results were GAA inh -5%, Tau ThT inhib 3%, aGlu spleen mod 2%, HTT ATP protect -5%[10 µM], Tau FP inhib -2%, GLA spleen mod 3%, Tau fluor cs 1% and GAA glycogen mod -5%.

Assay outcomes: PubChem BioAssay, National Center for Advancing Translational Sciences (NCATS)
